tim10-1 inh – growth inhibitors of tim10-1 mutant yeast | AID 463190 | inhibition, % at 20 µM | S. cerevisiae tim10-1 ts strain growth, BacTiter-Glo, 24 h | actives 2.2% (n = 330,000);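 active means inhibition of at least 40%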;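 further: mutant grown at 25 °C; 0% = DMSO wells with yeast and 100% = wells holding no yeast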
hIAP block – blocks human intestinal alkaline phosphatase; inhibition, % at 10 µM; actives 0.12% (n = 330,000); purified IAP, CDP-Star luminescence, 30 min; P09923;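 active means inhibition reaching a set limit with compound at 10 µM in the primary screen, cut at about 35% in these data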;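 further: plate controls were DMSO wells with enzyme for no effect and no-enzyme buffer wells for full effect; values of inactives mirror those of a sister screen read the other way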
Target sequence (P09923 whole entry, looked up): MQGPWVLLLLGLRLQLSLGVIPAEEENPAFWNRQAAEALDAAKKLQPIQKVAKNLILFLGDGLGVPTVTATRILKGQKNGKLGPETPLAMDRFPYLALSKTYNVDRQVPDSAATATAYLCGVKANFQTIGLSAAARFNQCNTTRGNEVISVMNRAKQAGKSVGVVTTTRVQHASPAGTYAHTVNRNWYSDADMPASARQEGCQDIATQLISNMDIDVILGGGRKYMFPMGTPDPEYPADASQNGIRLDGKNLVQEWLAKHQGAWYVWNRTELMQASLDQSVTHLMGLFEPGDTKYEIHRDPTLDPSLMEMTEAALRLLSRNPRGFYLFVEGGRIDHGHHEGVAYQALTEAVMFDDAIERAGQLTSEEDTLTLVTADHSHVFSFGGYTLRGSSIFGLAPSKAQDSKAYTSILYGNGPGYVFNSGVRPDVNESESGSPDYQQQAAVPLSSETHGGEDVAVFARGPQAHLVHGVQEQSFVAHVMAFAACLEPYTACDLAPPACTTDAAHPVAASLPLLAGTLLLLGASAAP
mIAP act – mouse IAP activation | AID 2805 | activation factor at 10 µM | actives 0.24% (n = 330,000) | muIAP, CDP-Star luminescence, 30 min; stronger effect = higher value; 1 = vehicle-only enzyme signal, 0 = enzyme-free wells;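 active means activation factor of at least 2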; further: the source names both 10 and 20 µM as test concentration; values of inactives mirror those of a sister screen read the other way
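System: mouse IAP enzyme. Reagent: CDP-Star chemiluminescent phosphatase substrate. Benchmarks: DMSO wells, no-enzyme wells. Times: 30 min enzyme-substrate-compound incubation at room temperature. Detection: luminescence from enzymatic CDP-Star hydrolysis. Doses: test compounds delivered from DMSO solution.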
A3G deaminase – APOBEC3G (human) deaminase inhibition; Q9HC16; recombinant A3G, ssDNA deamination FAM/TAMRA fluorescence; inhibition, % at 20 µM; actives 0.28% (n = 330,000); AID 493012;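 active means inhibition of at least 40% at 20 µM, with no more than 30% in the related APOBEC3A deaminase screen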;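 further: plate controls were DMSO wells with A3G for no effect and wells lacking A3G enzyme for full effect; some compounds called inactive have numbers as strong as hits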
Target sequence (Q9HC16 whole entry, looked up): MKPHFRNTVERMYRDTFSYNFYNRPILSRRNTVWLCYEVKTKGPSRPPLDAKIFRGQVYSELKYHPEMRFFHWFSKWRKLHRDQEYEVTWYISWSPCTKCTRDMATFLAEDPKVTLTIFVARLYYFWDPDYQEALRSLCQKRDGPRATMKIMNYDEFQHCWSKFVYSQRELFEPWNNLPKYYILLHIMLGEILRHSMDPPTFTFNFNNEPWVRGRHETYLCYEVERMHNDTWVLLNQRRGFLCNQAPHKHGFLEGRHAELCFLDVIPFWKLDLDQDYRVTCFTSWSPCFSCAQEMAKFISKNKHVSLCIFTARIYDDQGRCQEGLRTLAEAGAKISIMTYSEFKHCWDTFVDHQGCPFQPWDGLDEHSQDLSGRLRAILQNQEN
APOBEC3A inh – blocks human APOBEC3A ssDNA deamination | actives 0.41% (n = 330,000) | P31941 | inhibition, % at 20 µM | recombinant A3A, FAM/TAMRA ssDNA deamination fluorescence;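 active means at least 40% inhibition at 20 µM here, with at most 30% in a related deaminase screen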;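 further: plate controls were A3A with DMSO for no effect and wells lacking A3A enzyme for full effect; some results filed as inactive read as strong as hits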
mIAP inh – mouse IAP inhibition. inhibition, % at 10 µM. purified mouse IAP, CDP-Star luminescence, 30 min. actives 0.2% (n = 330,000);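 active means inhibition of at least 40% at 10 µM in the primary screen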;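 further: plate controls were DMSO with enzyme for no effect and no enzyme wells for full effect; values of inactives mirror those of a sister screen read the other way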
beta cell repl – induces beta-cell replication in MIN6 cells. proliferation, % at 10 µM. MIN6 cells proliferation, ATPlite luminescence, 48 h; cells starved in 0.2% serum; 100% = growth in 10% serum. actives 0.29% (n = 330,000);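 active means compounds whose signal lies at least 3.5 SD above the mean of all wells on their plate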;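 further: 0% = DMSO-treated cells in low-serum medium and 100% = 10% serum control; some compounds called inactive have numbers as strong as hits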
TIM10 inh – TIM10 yeast growth inhibition; S. cerevisiae TIM10 strain growth, BacTiter-Glo luminescence, 24 h; inhibition, % at 10 µM; actives 1.4% (n = 330,000);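 active means inhibition of 40% or more at the single tested concentration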;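 further: wild-type TIM10 isogenic control strain grown at permissive 25 °C; 0% = DMSO yeast wells and 100% = minimal medium wells without yeast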
NLRP3 yeast inh – blocks the NALP3 inflammasome reconstituted in yeast. Yeast reconstituted NLRP3/ASC/caspase-1, beta-gal luminescence, 24 h. inhibition, % at 10 µM. actives 0.39% (n = 330,000). AID 2825;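 active means inhibition of 50% or more; inactive means inhibition below 50%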;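 further: plate controls were induced DMSO wells for no effect and uninduced yeast grown without galactose for full effect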
* hit, by the source's call; . = not tested or not shown. An unsorted share of the library, and some 4.6% of all compounds hit somewhere here.

SMILES	tim10-1 inh	hIAP block	mIAP act	A3G deaminase	APOBEC3A inh	mIAP inh	beta cell repl	TIM10 inh	NLRP3 yeast inh
CC(=O)NCCC1CCN(C(=O)C2CCC(=O)N(C3CCCC3)C2)CC1 (stereo not drawn)	9	-32	0.98	-8	-6	2	-3	-1	12
COc1ccc(-c2n[nH]c3c2CN(C(=O)c2ccc(F)cc2)CC3)cc1	27	-33	1.1	7	1	-6	-2	-19	19
CC(C)(C)c1ccc(-c2noc(C(=O)NN)n2)cc1	18	0	0.95	-6	-3	5	3	12	2
CCCCC(=O)NC(=S)Nc1nnn(CCC)n1	15	-1	1.1	-12	2	-8	2	17	13
O=C(CNC(=O)c1cccc(OC(F)F)c1)OCC(=O)c1ccccc1	8	4	0.94	-2	1	6	-3	-1	19
O=S(=O)(c1ccc(S(=O)(=O)N2CCCN(Cc3ccccc3)C2)cc1)N1CCCCCC1	12	12	0.96	-7	-2	4	-5	0	8
c1ccc(-c2ccc(-c3ccncn3)cc2)cc1	-123	-10	0.94	-6	-3	6	-1	-140	27
O=C(c1cc(F)c(F)c(F)c1F)N1CCN(Cc2ccc3c(c2)OCO3)CC1	-1	-1	0.95	-11	-4	5	-2	-2	12
CC(C)(C)OC(=O)N[C@@H](Cc1ccccc1)c1nnc(SCC(=O)c2ccc(Cl)cc2)o1	31	5	0.89	-5	1	11	-4	15	14
COc1ccc(NC(=O)c2nn(C34CC5CC(CC(C5)C3)C4)cc2[N+](=O)[O-])cc1	5	-1	1	1	2	0	-3	18	12
CCN1CCN(C(c2cc3cccc(C)c3[nH]c2=O)c2nnnn2Cc2ccccc2)CC1 (stereo not drawn)	10	3	0.98	-6	-2	2	2	4	-14
CC1CCCCC12NC(=O)N(CC(=O)OCc1ccccc1F)C2=O (stereo not drawn)	13	5	1	-5	-3	-4	1	11	16
CN(C)c1nc(N)c([N+](=O)[O-])c(N2CCCCCC2)n1	33	2	0.93	-6	1	7	3	9	21
c1ccc(N2CCN(CC3CCCCC3)CC2)cc1	4	-8	0.98	-8	-5	2	-2	-7	14
CCn1ccnc1CNC(=O)CC1C(=O)NCCN1Cc1ccc(OC)cc1OC (stereo not drawn)	-9	-8	1.1	-4	-2	-6	0	-16	0
C/C(CC(=O)Nc1ccc2c(c1)OCCO2)=N\NC(=O)COc1ccc(C)cc1	-8	-9	1	-6	-2	-1	0	9	6
COc1ccc(-c2cc(C(=O)Nc3cc(C)on3)c3ccccc3n2)c(OC)c1	-3	-20	0.94	3	2	6	1	0	-9
COc1cc2c(C(=O)N3CCN(c4ccccc4C)CC3)c(C)oc2cc1Br	37	-2	1	-2	-1	-1	-6	52*	18
CCn1c(SCc2ccc(C)cc2)nnc1C1CCN(S(=O)(=O)c2ccc(OC)cc2)CC1	30	1	1.2	1	0	-18	-1	18	17
O=C(NCCc1ccccc1)C1CCCN1C(=O)Nc1ccc(F)cc1 (stereo not drawn)	8	-8	1	-1	-1	-2	-2	-12	6
COc1cccc(-c2nn(C)c3sc(C(=O)NCc4ccco4)cc23)c1	29	-10	1.1	-3	-2	-6	-2	21	18
O=C(CCCn1c(=S)[nH]c2ccsc2c1=O)NCc1ccco1	10	3	1.1	2	2	-7	-1	-9	13
O=C(Nc1ccc(Br)cc1F)c1sccc1-n1cccc1	13	-8	0.97	0	4	3	1	19	-4
Nc1nc(N)c(N=Nc2ccc(Cl)cc2)c(=O)[nH]1	7	12	0.88	-4	-1	12	0	4	8
Cc1cc(OCC(=O)OCC(=O)N(C)C2CCS(=O)(=O)C2)ccc1Cl (stereo not drawn)	8	14	0.92	-6	-4	8	-3	-2	2
Cc1ccc(Cn2ncc3c(N4CCN(Cc5ccc(Cl)cc5)CC4)ncnc32)cc1	38	6	0.98	0	0	2	-6	25	16
C=CCn1c(COc2ccc(OC)cc2)nnc1SCn1nnc2ccccc2c1=O	3	8	0.99	-6	7	1	3	-2	17
Cc1cc(C(=O)Nc2ccc(Cl)cc2)c(C)n1-c1ccccc1	39	-2	1.2	3	-2	-21	-4	36	10
CCCCOc1ccc(/C=C/C(=O)NC2=Nc3ccccc3NC(C)=C2C(=O)OCC)cc1OC	18	-1	0.88	-4	0	12	-4	8	14
COc1ccc(OC)c(S(=O)(=O)Nc2ccc(-c3ccc4nnc(C)n4n3)cc2)c1	16	13	0.95	-7	-3	5	-4	-6	18
Cc1noc(C)c1CSCC(=O)N(C)CC(=O)Nc1ccc(Cl)c(C(F)(F)F)c1	12	9	1	-5	-2	0	-2	1	-1
O=C(O)/C=C/c1cccc(NC(=O)c2ccccc2)c1	11	0	1	-5	-3	0	0	-6	6
Cc1sc(-c2ccncc2)nc1OC(=O)c1ccc(Cl)cc1	16	2	0.98	-5	-1	2	-5	27	27
CSc1nsc(SCC(=O)Nc2ccc(Cl)c(C(=O)O)c2)n1	-12	4	0.87	-11	-4	13	-3	8	18
Cc1ccccc1C(=O)NC1CCN(Cc2nnnn2C2CCCC2)CC1	10	-13	1.1	-10	-7	-15	-1	0	-16
CCNc1nc(NCC)n2c(SCC(=O)NC34CC5CC(CC(C5)C3)C4)nnc2n1	-1	-14	0.97	-7	-1	3	-2	9	6
COC(=O)c1ccc(NC(=O)CCN2C(=O)NC(C)(C)C2=O)cc1	-9	-15	1.1	-6	0	-10	1	1	-1
Cc1cnc(C)c(N2CCN(C(=O)C3CCC(=O)N(CCc4cccc(F)c4)C3)CC2)n1 (stereo not drawn)	1	-32	1	-6	-6	-2	-4	5	17
COCCCN1CN(Cc2ccccc2)CNC1=S	10	9	0.99	-6	-1	1	2	7	2
Cc1c(Cl)cccc1NC(=O)CNC(=O)C1CC(=O)N(C2CCCC2)C1 (stereo not drawn)	-14	13	1	-1	5	-2	0	-4	21

Reprinted from the part before: five compounds, followed by the next part.
SMILES	tim10-1 inh	hIAP block	mIAP act	A3G deaminase	APOBEC3A inh	mIAP inh	beta cell repl	TIM10 inh	NLRP3 yeast inh
CCNc1nc(NCC)n2c(SCC(=O)NC34CC5CC(CC(C5)C3)C4)nnc2n1	-1	-14	0.97	-7	-1	3	-2	9	6
COC(=O)c1ccc(NC(=O)CCN2C(=O)NC(C)(C)C2=O)cc1	-9	-15	1.1	-6	0	-10	1	1	-1
Cc1cnc(C)c(N2CCN(C(=O)C3CCC(=O)N(CCc4cccc(F)c4)C3)CC2)n1 (stereo not drawn)	1	-32	1	-6	-6	-2	-4	5	17
COCCCN1CN(Cc2ccccc2)CNC1=S	10	9	0.99	-6	-1	1	2	7	2
Cc1c(Cl)cccc1NC(=O)CNC(=O)C1CC(=O)N(C2CCCC2)C1 (stereo not drawn)	-14	13	1	-1	5	-2	0	-4	21
Cc1ccc(C)c(NC(=O)CN(C)C(=O)c2ccc3[nH]c4c(c3c2)CC(C)CC4)c1 (stereo not drawn)	39	-12	1.3	-6	-5	-29	-6	12	12
O=C(O)c1cccc(-c2nnn(Cc3ccccc3Cl)n2)c1	9	-1	0.89	-2	4	11	-1	-7	2
COc1ccc(/C=C2\SC(=O)N(CCNC(=O)Cn3cnnn3)C2=O)cc1	-124	15	0.95	-5	18	5	-2	-349	-7
O=C(c1ccccc1)N(Cc1nc2ccccc2c(=O)[nH]1)C1CCCC1	9	-4	1	-7	-1	-5	3	2	12
O=C(CSc1nc(C2CC2)nc2ccccc12)Nc1ccc2c(c1)OCCO2	16	16	0.91	2	3	10	0	13	15
CNC(=S)NC12CC3CC(CC(C3)C1)C2	13	11	1	-8	0	0	3	14	22
Nc1nnnn1/N=C/c1cccc(O)c1	1	-13	0.98	17	-3	2	-1	2	16
COc1ccc(C2CC(c3cccc(Cl)c3)=NN2c2ccc(S(N)(=O)=O)cc2)cc1 (stereo not drawn)	16	.	1.6	3	1	-63	.	2	.
O=C(O)c1ccc(NCc2ccc3c(c2)OCO3)cc1	14	-9	0.92	1	1	8	0	-9	16
CCCSc1nnc(N2C(=O)CC(c3ccsc3)C3=C2CCCC3=O)s1 (stereo not drawn)	10	-12	1.1	-5	3	-9	-3	3	1
COc1cc(OC)cc(C(=O)c2c(C)c(C#N)c3ccccn23)c1	9	4	0.92	-6	2	8	0	5	28
Nc1ccc2[nH]ncc2c1	13	0	0.84	-8	-5	16	-2	5	13
Cc1ccn2c(=O)nc(SCC(=O)c3ccccc3)nc2c1	-11	-12	0.9	31	-1	10	-1	-8	3
Cc1cccc(C(=O)OC(C)CN2C(C)CCCC2C)c1 (stereo not drawn)	26	-19	1.1	-6	-4	-6	-4	-2	15
CCCCc1ccc(NC(=S)N2CCN(C)CC2)cc1	-2	0	1.1	-1	-3	-14	-1	10	9
Cc1cc(OCC(=O)OC(C)C(=O)Nc2ccc(N3CCOCC3)cc2)ccc1Cl (stereo not drawn)	16	-5	0.97	-8	-6	2	0	3	11
O=C(CCSc1nnc(-c2ccco2)o1)Nc1ccc(F)cc1	18	2	0.96	-4	1	4	-3	3	5
CCn1ncc(C2=NOC(C(=O)NCc3ccccc3)C2)c1C (stereo not drawn)	11	7	0.92	-11	3	8	-4	1	-11
C=CCSc1cc(C)nc2c(-c3ccccc3)cnn12	28	-33	0.84	0	2	16	-4	11	36
COc1ccc(OC)c(C2C(C#N)=C(N)Oc3c2c(C)nn3-c2ccc(C)cc2)c1 (stereo not drawn)	31	-26	1.1	-5	-5	-12	-2	10	9
CCOc1ccc(S(=O)(=O)N(C)CC(=O)NCCN2CCOCC2)cc1	4	17	0.95	-1	-1	5	0	-7	13
O=S(=O)(c1cccs1)N1CCN(c2ncccn2)CC1	26	-3	1	-1	-1	0	-1	21	-32
Cc1ccc(-n2c(C)cc(C(=O)CSc3nnnn3C)c2C)cc1	18	2	0.98	-5	-2	2	-1	25	16
CNc1oc(-c2ccccc2)nc1S(=O)(=O)c1ccc(C)cc1	14	-16	0.94	-1	-3	6	1	5	18
CC(NC(=O)CSc1nnc(-c2cccc(S(=O)(=O)N3CCCCC3)c2)o1)C12CC3CC(CC(C3)C1)C2 (stereo not drawn)	21	3	0.97	0	2	3	-3	12	11
CCN(CC)CCNC(=O)c1cc(Br)c(N)cc1OC	-3	14	1.1	-3	-1	-8	-6	0	1
O=C(Nc1ccc(S(=O)(=O)Nc2ncccn2)cc1)C1CC(=O)N(c2ccccc2)C1 (stereo not drawn)	12	1	0.99	-15	-2	1	0	5	27
COc1ccc(/C=C/C(=O)c2ccccn2)cc1	23	0	0.96	-2	0	4	-1	18	14
CCCCC(=O)c1c(O)c2ccccc2oc1=O	-19	-11	0.95	-6	2	5	0	-28	3
Cc1ccccc1OCC(=O)NC(=S)Nc1ccc2c3c(cccc13)CC2	20	-3	0.99	-2	-1	1	-2	-1	23
CN(C)CCCNS(=O)(=O)c1ccc(Cl)s1	5	7	1	-5	-3	0	-1	10	6
O=C(CCNC(=O)c1ccc(Cl)cc1)Nc1ccccc1Cl	-27	-4	0.96	-12	-2	4	-3	5	15
CC(C)(C)SC(C(=O)N1CCOCC1)c1ccc(Br)cc1 (stereo not drawn)	10	-6	0.95	-3	0	5	1	2	19
O=c1c(-c2ccc3c(c2)OCCO3)coc2c(CN3CCOCC3)c(O)ccc12	18	2	0.92	9	1	8	-1	10	14
COc1ccc(NC(=O)CCCc2nc3ccccc3c(=O)[nH]2)cc1Cl	-5	4	0.93	6	31	7	-3	-10	1
COc1ccc(C(=O)OCC(=O)Nc2sccc2C(N)=O)cc1[N+](=O)[O-]	-17	10	0.94	-5	2	6	2	0	14

Source: PubChem
